GLP1R cytotox – cytotoxicity in counter-screen for GLP-1R inverse agonists. HEK293 cAMP-luciferase reporter cells, luminescence, 24 h. Potency, µM (titrated, usually from 38.3 µM), for inactives: at the top dose activity change, negative = inhibition, most hits filed as inhibitors. 0.13% of 410,000 active. AID 624418;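 also: loss of luciferase light is scored as toxicity; potency is read from the fitted curve at half-maximal effect; % is scaled to controls: 0 for no effect and ±100 for the full control effect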
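Seeding density was 200 cells/uL; after overnight-length (12 h) culture, 23 nL compounds went on for 24 h at 37 °C. Readout used a luciferase detection reagent, luminescence taken after 12 min at room temperature.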
GLP1R inv ag – GLP-1 receptor (human) inverse agonism; P43220; HEK293 GLP-1R CRE-luciferase, luminescence, 24 h; GLP-1R form is constitutively active; Potency, µM (top dose mostly 38.3 µM), inactives show at the top dose activity change, negative = inhibition, usual class: inhibitors; 1.6% of 410,000 active; also: potency is read from the fitted curve at half-maximal effect; % is scaled to controls: 0 for no effect and ±100 for the full control effect; nearly all actives have a fitted effect of over 55% in size
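Seeding at 200 cells/uL, 12 h culture, 24 hr compound treatment, then luciferase reagent and a luminescence read; cells are HEK293 stably expressing a constitutively active GLP-1R plus cAMP-responsive luciferase.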
EPAC1 antagonist – EPAC1 (human) antagonism; 0.14% of 360,000 active; Potency, µM (top dose mostly 115 µM), without a hit: at the highest dose activity change, negative = inhibition, most hits filed as inhibitors; EPAC1 GEF assay, Rap1b-BODIPY-GDP exchange fluorescence; AID 720709; O95398;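 also: potency is read from the fitted curve at half-maximal effect; plate controls were vehicle for no effect and positive control for full effect; nearly all actives have a fitted effect of over 50% in size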
Target sequence (O95398 whole entry, looked up): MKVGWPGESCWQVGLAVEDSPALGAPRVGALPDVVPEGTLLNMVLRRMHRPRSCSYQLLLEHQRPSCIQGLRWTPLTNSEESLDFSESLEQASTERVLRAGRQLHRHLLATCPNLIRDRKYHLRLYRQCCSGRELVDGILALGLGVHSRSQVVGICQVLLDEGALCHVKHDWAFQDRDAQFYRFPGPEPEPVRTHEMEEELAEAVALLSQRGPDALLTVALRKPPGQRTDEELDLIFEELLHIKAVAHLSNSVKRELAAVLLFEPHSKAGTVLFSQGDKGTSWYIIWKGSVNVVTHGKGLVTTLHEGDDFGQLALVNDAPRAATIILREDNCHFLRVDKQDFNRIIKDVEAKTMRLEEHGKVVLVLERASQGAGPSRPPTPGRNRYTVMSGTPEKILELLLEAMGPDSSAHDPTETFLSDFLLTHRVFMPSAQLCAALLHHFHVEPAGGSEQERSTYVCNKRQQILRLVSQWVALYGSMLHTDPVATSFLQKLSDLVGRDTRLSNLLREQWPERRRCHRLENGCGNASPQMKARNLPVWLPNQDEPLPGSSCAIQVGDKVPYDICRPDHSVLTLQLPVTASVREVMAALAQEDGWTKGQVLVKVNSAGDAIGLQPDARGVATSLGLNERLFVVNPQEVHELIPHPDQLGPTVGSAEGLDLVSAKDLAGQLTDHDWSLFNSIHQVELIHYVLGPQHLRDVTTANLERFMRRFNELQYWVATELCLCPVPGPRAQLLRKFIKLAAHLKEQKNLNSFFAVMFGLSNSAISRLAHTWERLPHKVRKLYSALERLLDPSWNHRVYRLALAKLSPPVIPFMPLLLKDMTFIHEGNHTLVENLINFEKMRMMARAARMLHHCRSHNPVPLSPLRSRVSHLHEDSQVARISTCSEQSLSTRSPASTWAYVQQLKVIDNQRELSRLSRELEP
GLP-1R agonist – GLP-1 receptor (human) agonism; HEK293 GLP-1R CRE-luciferase, luminescence, 4-6 h; cells express a hypersensitive GLP-1R form; Potency, µM (top dose mostly 45.6 µM), for the others: at the highest dose activation, actives largely listed as activators; P43220; 0.007% of 380,000 active; also: potency is read from the fitted curve at half-maximal effect; % of control where 0% means no effect
PLK1 PBD block – blocks phosphopeptide binding to human PLK1 polo-box domain. P53350. Plk1 PBD binding of FITC phosphopeptide, fluorescence polarization. Potency, µM, without a hit: max response, negative = inhibition, actives largely listed as inhibitors. 2.8% of 360,000 active. AID 720504; also: potency is read from the fitted curve at half-maximal effect; series mostly up to about 57 µM; % is scaled to controls: 0 for no effect and ±100 for the full control effect; nearly all actives have a fitted effect of over 65% in size
IL-2 act – activates IL-2 in a cell-based reporter assay; AID 652025; 0.065% of 360,000 active; IL-2 activation reporter assay, cell-based qHTS; stimulated with anti-CD3/CD4/CD28 beads; in transgenic mouse T cells; activation, % (series mostly up to about 46 µM); in the data active = activation above about 50%; inconclusive = mostly about 30% to 49%; also: 0% is about no effect
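Unstimulated transgenic mouse T cells preincubated 60 min with compound, then stimulated with anti-CD3/anti-CD4-coated beads plus anti-CD28 for 18 h at 37 degrees C. IL-2 response read as EGFP and DsRed fluorescence by plate cytometry.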
PTHR1 ag – activates the human parathyroid hormone receptor PTHR1; 0.075% of 410,000 active; Potency, µM (top dose mostly 115 µM), inactives show at the top dose activation, usual class: activators; HEK293 GP2 PTHR1 cells, GloSensor cAMP luminescence, 1 h; AID 743266; Q03431; also: potency is read from the fitted curve at half-maximal effect; nearly all actives have a fitted effect of over 55% in size; some results filed as inactive show a strong effect at the top dose; inactives centre near -15; many of its hits are not listed in these tables
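HEK-293-derived GP2 cells expressing PTHR1 and a GloSensor cAMP reporter, 3,000/well, plated overnight, given luciferin plus IBMX (each 0.5 mM as added) for 1 h at 37 °C, then compound for 1 h at 37 °C. Luminescence was read after 15 min at room temperature.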
PI5P4Ka inh – blocks human PI5P4K alpha kinase activity | max response, % | AID 652105 | 1.2% of 330,000 active | PI5P4Kalpha enzyme, ADP-Glo luminescence, 60 min; stronger effect = lower value | P48426; active = max response of -50% or lower; inconclusive = between -30% and -50%; inactive = -30% or higher; also: value at the top dose of about 77 µM; % is scaled to controls: 0 for no effect and ±100 for the full control effect
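Controls without substrate or without enzyme flank wells where PI5P4Kalpha converts substrate using 5 microM ATP (final). Incubation lasts 60 minutes at room temperature; ADP formed is read by ADP-Glo luminescence.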
EPAC1 ag – EPAC1 (human) agonism | O95398 | EPAC1 agonist qHTS, biochemical assay; response scale: 100% = response to 6.5 mM cAMP | Potency, µM (titrated, usually from 154 µM), without a hit: at the top dose activation, actives largely listed as activators | 0.073% of 360,000 active | AID 720707; also: potency is read from the fitted curve at half-maximal effect; nearly all actives have a fitted effect of over 60% in size
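Fluorescent GDP-exchange assay: 100 nM EPAC1 with 250 nM Rap1B preloaded with BODIPY-GDP and 50 uM GDP; compounds tested as concentration series, 5 min at room temperature, then read every 5 min for 30 min (ex 480/em 540 nm); normalized to 6.5 mM cAMP.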
Active calls of the source: *; i = inactive; ? = inconclusive; . = no result given; & = joins results of further samples; [ ] = dose if it differs, or a comment. Unless noted, calls follow the shape of the dose curve; as a rule, active = well fitted curve in the direction sought with a large enough effect; inconclusive = small, poorly fitted or top-dose-only effect, or another doubt; inactive = no such curve, though single readings can be large; an effect the other way counts as inactive or inconclusive.

SMILES	GLP1R cytotox	GLP1R inv ag	EPAC1 antagonist	GLP-1R agonist	PLK1 PBD block	IL-2 act	PTHR1 ag	PI5P4Ka inh	EPAC1 ag
COc1ccc(-c2cc(CNc3nc(NC(C)C)nc4cc(-c5ccccc5)sc34)on2)cc1	?	?	-3%	7%	5%	-1.0	i	.	-10%
O=c1cc(-c2ccc(O)c(O)c2)oc2cc(O)cc(O)c12	-23%	2%	45µM*	2%	-6%	-0.4	-6%	-95*	-22%
CCCCNC(=O)Nc1ccc(C(O)(C(=O)OCC)C(F)(F)F)cc1 (stereo not given)	-8%	0%	-1%	2%	-3%	-1.6	i	.	9%
CC(NC(=O)N1CC1(C)C)c1ccccc1 (stereo not given)	9%	3%	-11%	13%	-14%	-0.4	i	-3	14%
CCN(CC)C(=O)c1ccc(NC(=O)c2c(C)noc2C)cc1	19%	20%	-1%	1%	-3%	-0.5	-16%	7	1%
CCOC(=O)CC1=C(C(=O)OCC)C2(C(=O)Nc3ccccc32)C(C#N)=C(N)O1 (stereo not given)	-18%	-4%	-2%	-11%	1%	-1.8	i	-2	-3%
COC(C)(C)CCCC(C)C/C=C/C(C)=C/C(=O)OC(C)C (stereo not given)	-7%	2%	1%	6%&3%	-2%	-0.3	-8%	18	-17%
Cc1ccc(-n2c(O)c(C=NCCN3CCNCC3)c(=O)[nH]c2=S)cc1	2%	14%	19%	-1%	-5%	2.1	i	5	-10%
Cc1cccc(OCCCn2c(=O)oc3ccccc32)c1	13%	?	-3%	25%	-2%	-0.5	-5%	6	1%
O=C1CC(c2ccc(O)cc2)Oc2cc(O)cc(O)c21 (stereo not given)	0%	7%	10%	-1%	-11%	-0.3	-13%	-14	.
CCCOc1ccccc1OCC(=O)N1CCN(CC(=O)N2CCOCC2)CC1	-1%	-8%	6%	-4%	-17%	1.5	6%	-15	5%
CCCN(CCC)C1CCc2cccc(O)c2C1 (stereo not given)	-1%	4%	-5%	7%	-7%	-0.1	-6%	6	-9%

Reprinted from the part before: four entries, followed by the next part.
SMILES	GLP1R cytotox	GLP1R inv ag	EPAC1 antagonist	GLP-1R agonist	PLK1 PBD block	IL-2 act	PTHR1 ag	PI5P4Ka inh	EPAC1 ag
Cc1cccc(OCCCn2c(=O)oc3ccccc32)c1	13%	?	-3%	25%	-2%	-0.5	-5%	6	1%
O=C1CC(c2ccc(O)cc2)Oc2cc(O)cc(O)c21 (stereo not given)	0%	7%	10%	-1%	-11%	-0.3	-13%	-14	.
CCCOc1ccccc1OCC(=O)N1CCN(CC(=O)N2CCOCC2)CC1	-1%	-8%	6%	-4%	-17%	1.5	6%	-15	5%
CCCN(CCC)C1CCc2cccc(O)c2C1 (stereo not given)	-1%	4%	-5%	7%	-7%	-0.1	-6%	6	-9%
CC(C)CNP(=S)(c1ccccc1)C(C)(C)C (stereo not given)	-4%	?	-8%	-3%	?	0.1	i	7	4%
O=C1NC(=O)N(c2ccc3c(c2)OCO3)C(=O)/C1=C/c1ccsc1	20%	14%	-5%	-3%	7.5µM*	0.1	-33%[inhibitor]	-16	-14%
COc1ccc(-n2c(O)c(C(C)=NCc3ccc4c(c3)OCO4)c(=O)[nH]c2=O)cc1	18%	5%	9%	1%	-2%	0.9	-1%	8	8%
C=C1CCN([C@@H](Cc2ccccc2)C(=O)Nc2ccc(OC)cc2)S(=O)(=O)c2ccccc21	-1%	?	-2%	3%	?	-2.4	-23%	5	11%
c1ccc(C(OCCN2CCNCC2)c2ccccc2)cc1	-23%	?	0%	-3%	-1%	-1.1	i	2	2%
Cc1c(C=O)c2ccccc2n1Cc1cccc(F)c1	-3%	-25%	-7%	-1%	?	0.1	i	-17	-2%
O=Cc1cn(Cc2cccc([N+](=O)[O-])c2)c2ccccc12	-39%	?	-6%	-5%	-1%	0.6	-23%	-2	-5%
C[N+](C)(C)Cc1ccccc1	3%	13%	5%	7%	-3%	-0.1	-10%	-1	-2%
COc1ccccc1N1C(=O)NC(=O)/C(=C\c2cnn(-c3ccccc3)c2)C1=O	-19%	3%	-7%	-1%	3.4µM*	1.2	-54%[inhibitor]	?	0%
CNS(=O)(=O)c1ccc(N=Cc2c(O)n(-c3cccc(C)c3)c(=O)[nH]c2=O)cc1	9%	4%	10%	1%	?	1.1	-1%	-8	12%
C/C(=N\NC(=O)c1ccncc1)c1c(O)[nH]c(=O)[nH]c1=O	3%	19%	0%	-5%	6%	7.2	i	-2	1%
Cc1cc(OC(C)C(=O)NCc2ccncc2)c2c3c(c(=O)oc2c1)CCC3 (stereo not given)	-8%	26%	19%	-1%	-10%	-0.7	-7%	1	8%
Nc1ccccc1Cl	-3%	4%	11%	6%	-13%	0.2	-2%	5	-16%
O=c1[nH]c(=O)n(CCc2ccccc2)c(O)c1/C=N/N1CCOCC1	16%	0%	-8%	1%	-10%	0.1	-14%	-2	2%
O=C(Nc1ccc(Cl)cc1C(=O)c1ccccc1Cl)c1ccco1	0%	1%	7%	-13%	-5%	-1.8	-10%[57.5 µM]	.	5%
CCOC(=O)[C@]12Cc3cc(Cl)ccc3[C@H]1N(C)C(=O)c1cc(OC)ccc12	?	?	-8%	-19%	11µM*	-0.1	-92%[inhibitor]	0	3%
CCOP(=O)(C#CC(C)(C)C)C(C)(O)c1ccccc1 (stereo not given)	-18%	-1%	-12%	-20%	-6%	3.7	i	-5	-1%
Cn1c(O)c(C=NCCN2CCN(C(=O)Nc3ccccc3)CC2)c(=O)n(C)c1=O	1%	-7%	15%	0%	-5%	1.1	-3%	5	6%
CCOCN(C(=O)CCl)c1c(C)cccc1CC	10%	-30%	-7%	9%	1%	-4.7	-4%	-6	3%
COc1ccc(CCNC(=O)c2c(N)n(CCN3CCOCC3)c3nc4ccccc4nc23)cc1OC	115%[activator]	10µM*	-7%	0%	3%	-2.5	-10%	.	15%
CC1CCC(NC(=O)Cn2c(=O)oc3ccccc32)CC1 (stereo not given)	?	36%[activator]	-3%	6%	-14%	1.8	-6%	-1	-4%
CC/C(=N\NC(=O)c1ccccc1O)c1c(O)n(Cc2ccccc2)c(=O)[nH]c1=O	3%	?	-22%	-3%	17µM*	0.7	-8%	-90*	2%
CCOP(=O)(OCC)c1nc(-c2cccc3ccccc23)oc1N1CCOCC1	-9%	?	-13%	18%	-7%	-4.2	-5%	-3	-4%
CCCCCn1c(SCCCC)nc2c1c(=O)[nH]c(=O)n2C	21%	14%	6%	4%	27µM*	0.5	-12%	-15	2%
O=C(Nc1ccccc1F)OC1CN2CCC1CC2 (stereo not given)	1%	-7%	3%	8%	-2%	1.3	-11%	1	3%
Nc1ccc(Cl)cc1C(=O)c1ccccc1Cl	-27%	?	-2%	11%	-3%	-2.1	i	8	10%
CCOC(=O)[C@@]12C(=O)C(=O)N[C@]1(c1ccccc1)C1OCCCC12 (stereo not given in full)	-1%[1.53 µM]	10%	28%	0%	?	1.4	-17%	-3	-13%
C[C@]12CCC3[C@@H](CC[C@@H]4C[C@H](O)CC[C@]34C)[C@@H]1CCC2=O (stereo not given in full)	1%	-2%	6%	9%	5%	0.0	-39%[inhibitor]	10	-13%
C=CCn1c(O)c(C(C)=NCCO)c(=O)[nH]c1=O	13%	3%	16%	-24%	-10%	-3.4	i	.	11%
CS(=O)(=O)N1CCN(C(=N)N[N+](=O)[O-])CC1	2%	-9%	0%	0%	?	-1.6	i	-16	7%
O=C(c1cccnc1)N1Cc2ccccc2-n2nncc2C1	3%	21%	-12%	-5%	-4%	-1.5	-25%	-2	6%
Cc1cc(NC(=O)C(Cl)(Cl)Cl)no1	1%	2%	3%	-7%	-2%	0.9	i	3	6%
NC(=O)CN1C2CCC1CC(NC(=O)C1CC1)C2 (stereo not given)	-14%	8%	-2%	-14%	-20%	2.2	i	-5	-1%
C[C@]12CCC3C(CC[C@@H]4CC(=O)CC[C@]34C)C1CC[C@@H]2O (stereo not given in full)	2%	34%[activator]	-15%	29%	-8%	-0.1	-9%	0	1%
COc1ccc(-c2nc3ccccc3c(=O)o2)cc1	-1%	9%	15%	0%	-8%	-2.2	-2%	-3	7%
CCCn1c(C)cc(C=O)c1C	9%	22%	3%	9%	-11%	4.4	i	2	6%
CCN(CC)C(=O)c1c(C)[nH]c(=S)c(C#N)c1-c1ccco1	7%	12%	2%	1%	2.7µM*	-5.2	i	-96*	10%
Cc1cccc(C(O)(C(=O)NNC(=O)CN2CCN(C)CC2)c2cccc(C)c2)c1	-4%	9%	0%	-19%	-1%	-0.4	i	-2	-1%
CC1CN=C(NCc2ccc(F)cc2)S1 (stereo not given)	-2%	12%	0%	-4%	?	0.0	i	2	7%
Cc1cc(C)nc(NS(=O)(=O)c2ccc(N=Cc3c(O)n(C)c(=O)n(C)c3=O)cc2)n1	0%	-9%	15%	4%	-1%	-0.6	i	-7	5%
O=C1NC(=O)N(Cc2ccco2)C(=O)/C1=C/c1ccc(-c2cccc([N+](=O)[O-])c2)o1	-19%	-5%	50µM*	-2%	0.42µM*	-1.0	-24%	-80*	4%
C=CCn1c(O)c(C(C)=NC(C)c2ccccc2)c(=O)[nH]c1=O (stereo not given)	-1%	11%	11%	6%	-3%	1.1	-8%	0	4%
O=C(CF)NC(NC(=S)Nc1ccccc1O)C(Cl)(Cl)Cl (stereo not given)	2%	-25%	-12%	-5%	-25%	1.0	-2%	-1	0%
O=C(Nc1ccc(OC(=O)N2CCCC2)cc1)N1CCOCC1	-1%	0%	8%	0%	0%	-3.0	i	.	0%
Clc1ccc(C2N3CCCN23)c(Cl)c1 (stereo not given)	-14%	6%	14%	-4%	0%	-1.7	i	4	6%
Cc1ccccc1N(CC(=O)NC1CCCC1)C(=O)c1csnn1	18%	10%	?	2%	-8%	-4.8	-8%	-3	-4%

A portion of the library; rates above refer to the full screens.
